CHOP UPR activ – activators of apoptotic arm of unfolded protein response (CHOP). CHO-CHOP luciferase reporter, UPR activation, luminescence; percent of tunicamycin response over DMSO baseline. activation, % at 10 µM. 330,000 compounds, 0.34% hits;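 active = at 10 µM dose, activation of 40% or more, normalized to positive control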;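 also: 100% = tunicamycin at 10 µg/mL and 0% = DMSO alone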
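assay system = CHO CHOP reporter cells | amount = 500 CHO-CHOP cells per well | buffer or medium = F12 with 10% FBS | incubation = 16-18 h cell attachment, then 6 h compound exposure, 37 °C | detection = luminescence read with Steady-Glo | read-out = percent activation relative to tunicamycin control | controls = tunicamycin high control, DMSO low control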
TIM10 inh – growth inhibitors of TIM10 yeast strain; S. cerevisiae TIM10 strain growth, BacTiter-Glo luminescence, 24 h; inhibition, % at 10 µM; 330,000 compounds, 1.4% hits; AID 463195;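 active = inhibition of 40% or more at the single tested concentration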;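 also: wild-type TIM10 isogenic control strain grown at permissive 25 °C; 0% = DMSO yeast wells and 100% = minimal medium wells without yeast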
tim10-1 inh – tim10-1 yeast growth inhibition. S. cerevisiae tim10-1 ts strain growth, BacTiter-Glo, 24 h. inhibition, % at 20 µM. 330,000 compounds, 2.2% hits. AID 463190;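 active = inhibition of at least 40%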;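 also: mutant grown at 25 °C; 0% = DMSO wells with yeast and 100% = wells holding no yeast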
APJ antag – APJ receptor antagonism; AID 2521; CHO-K1 APJ beta-arrestin complementation, luminescence; P35414; 330,000 compounds, 0.32% hits; inhibition, % at 20 µM;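 active = inhibition above about 40% at 20 µM, limit read from the data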;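 also: cells challenged with 10 nM apelin-13 agonist together with compound; plate controls were apelin-13 plus DMSO wells for no effect and DMSO wells lacking apelin-13 for full effect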
Target sequence (P35414 whole entry, looked up): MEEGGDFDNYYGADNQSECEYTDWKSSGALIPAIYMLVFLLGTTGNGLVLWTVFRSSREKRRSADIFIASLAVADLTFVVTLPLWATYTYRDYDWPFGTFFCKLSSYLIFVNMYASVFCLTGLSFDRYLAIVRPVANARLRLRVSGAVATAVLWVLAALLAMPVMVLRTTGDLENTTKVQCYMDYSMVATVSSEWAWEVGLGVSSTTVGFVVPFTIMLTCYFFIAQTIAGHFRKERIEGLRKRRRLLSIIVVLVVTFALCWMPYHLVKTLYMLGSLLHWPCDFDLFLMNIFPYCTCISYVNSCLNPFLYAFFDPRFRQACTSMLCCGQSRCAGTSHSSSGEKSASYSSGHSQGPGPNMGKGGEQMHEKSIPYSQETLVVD
CXCR6 block – blocks human CXCR6 beta-arrestin recruitment; O00574; CHO-K1 PathHunter CXCR6 beta-arrestin, luminescence; inhibition, % at 20 µM; 360,000 compounds, 0.36% hits; in the data active = inhibition above about 34%, passing the limit was not always enough;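 also: antagonist mode with CXCL16 agonist at 10 nM final; 0% = 10 nM CXCL16 with DMSO and 100% = unstimulated wells without agonist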
Target sequence (O00574 whole entry, looked up): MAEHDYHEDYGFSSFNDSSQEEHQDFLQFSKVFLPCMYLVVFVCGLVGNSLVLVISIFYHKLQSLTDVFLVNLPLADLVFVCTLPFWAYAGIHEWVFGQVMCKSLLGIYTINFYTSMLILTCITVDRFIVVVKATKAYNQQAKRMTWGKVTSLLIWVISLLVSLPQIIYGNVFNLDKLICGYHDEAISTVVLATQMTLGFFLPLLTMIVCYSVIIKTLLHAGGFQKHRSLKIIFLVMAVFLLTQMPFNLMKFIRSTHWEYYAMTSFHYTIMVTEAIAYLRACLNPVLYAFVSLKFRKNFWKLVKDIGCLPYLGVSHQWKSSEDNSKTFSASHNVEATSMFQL
APJ ag – agonists of human APJ apelin receptor | P35414 | CHO-K1 APJ PathHunter beta-arrestin, luminescence; 0% DMSO wells, 100% apelin | activation, % at 20 µM | 330,000 compounds, 0.11% hits;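 active = activation more than six SD over the plate average, tested at 20 µM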;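 also: 0% = DMSO alone and 100% = apelin-13 at 10 nM; some results filed as inactive read as strong as hits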
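assay system = CHO-K1 APJ beta-arrestin complementation cell line | input = cell density 1000 per well | dosing = compound 20 µM once, DMSO 1% | timing = compound 90 min 25 °C, reagent 1 h | measured by = luminescence from split beta-galactosidase complementation, Galacton Star/Emerald II substrate | read-out basis = APJ agonist activity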
UPR XBP1 act – activators of adaptive arm of unfolded protein response (XBP1); CHO-XBP1 luciferase reporter, IRE1-XBP1 UPR activation, luminescence; percent of tunicamycin response, DMSO as zero; activation, % at 20 µM; 330,000 compounds, 0.33% hits;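 active = versus positive control, 20 µM dose yields 30% or more activation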;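 also: 100% = tunicamycin at 10 µg/mL and 0% = DMSO only wells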
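Material: CHO cell line with stable XBP1 luciferase reporter; schedule: 16-18 h cell attachment at 37 °C, then 6 h compound exposure; signal: glow luminescence from Steady-Glo reagent; medium: serum-containing F12 medium, 10% FBS; benchmarks: tunicamycin 10 µg/mL and vehicle-only wells; read-out: percent activation relative to tunicamycin reference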
Mdm2-MdmX inh – human Mdm2/MdmX binding inhibition. inhibition, % at 8 µM. SaOS-2 split-luciferase Mdm2/MdmX complementation, luminescence. 330,000 compounds, 3% hits. AID 485346. O15151+Q00987;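 active = inhibition of at least 50% at 8 µM in the primary screen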
tim23-1 inh – tim23-1 yeast growth inhibition; inhibition, % at 20 µM; 330,000 compounds, 1.3% hits; AID 463212; S. cerevisiae tim23-1 growth, BacTiter-Glo luminescence, 24 h;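 active = growth inhibition of the mutant yeast at or above 50%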;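 also: temperature-sensitive mutant grown at 25 °C; plate controls were DMSO-treated mutant yeast for no effect and medium wells lacking yeast for full effect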
Active calls of the source: *; / = not tested or not shown.

SMILES	CHOP UPR activ	TIM10 inh	tim10-1 inh	APJ antag	CXCR6 block	APJ ag	UPR XBP1 act	Mdm2-MdmX inh	tim23-1 inh
O=C1C=C(c2ccc(C(=O)O)cc2)C[C@@H](c2ccc3c(c2)OCO3)C1	4.3	-9	-1	-2	3	-2	2	-31	5
CCOC(=O)c1c(NC(=O)C2C3C=CC(C3)C2C(=O)O)sc2c1CCCC2 (configuration not stated)	-1.4	-7	3	-6	12	-4	-3	-5	19
O=C(c1ccc2c(c1)OCO2)N1CCN(c2ncccn2)CC1	1.4	6	5	-2	-7	2	1	-12	15
COc1ccc(CSCCNC(=S)Nc2ccccc2)cc1Cl	-1.1	28	24	-4	-6	-7	-2	14	38
COCc1cc(=O)n2[nH]c(N)nc2n1	2.6	-22	5	-17	4	-3	-1	-15	6
Cc1csc2ncc(C(=O)Nc3ccccc3Cl)c(=O)n12	9.5	-6	3	12	6	-2	3	-31	15
CCn1c(SCC(=O)N/N=C/c2ccccc2OCC(=O)O)nnc1-c1ccccc1	-0.2	-1	-10	19	/	-3	-2	5	11
O=C(Cc1n[nH]c(=O)c2ccccc12)NCc1ccccn1	-1.7	5	11	8	-8	0	-2	20	13
COC(=O)NC1(C(=O)O)CCCC1	1.5	16	20	-18	-6	2	-3	-22	2
CCc1ccc2oc(C(=O)NCc3ccncc3)c(C)c2c1	-2.5	17	29	4	-5	1	3	8	30
COC(=O)[C@H](Cc1ccc(O)cc1)NC(=O)Cn1cnc2c(OCc3ccccc3)ncnc21	1.2	12	6	8	-3	0	-1	-18	15
CC(C)C(OC(=O)CCC(=O)Nc1nccs1)C(=O)NC1CCCCC1 (configuration not stated)	-1.4	-6	17	-9	13	-1	-4	-21	10
CCC(Sc1nc2cc3c(cc2c(=O)n1Cc1ccco1)OCO3)C(=O)NCCOC (configuration not stated)	-1.0	1	32	-2	-5	0	-2	-14	16
NC(=S)N=Nc1c(O)n(Cc2ccc(Br)cc2)c2ccccc12	-0.7	-7	7	12	13	-4	2	48	-13
CC1(C(=O)O)CCC(C(N)=O)C1(C)C (configuration not stated)	6.4	-11	-1	-1	11	-3	-1	13	13
CCN1CCN(c2ccc(S(=O)(=O)N3CCCCC3)cc2NC(=O)/C=C/c2ccc(F)cc2)CC1	4.1	-1	-3	-49	17	5	-4	53*	-4
CCc1ccccc1NC(=O)COC(=O)c1cccs1	1.8	6	-7	-4	9	-2	-7	-1	-2
NC(=O)c1ncc(C(F)(F)F)cc1Oc1cccc(F)c1	-4.1	-22	-8	3	2	2	-2	14	-4
CCOC(=O)N1CCN(S(=O)(=O)c2ccc(OCC(=O)OC)c(Cl)c2)CC1	-1.8	0	8	-9	-1	0	0	7	4
CC12CCC(C(=O)N(CC(=O)O)C1=O)C2(C)C (configuration not stated)	-0.8	8	-11	12	-2	-3	-3	-7	-1

Three entries from above in another layout:
Molecule | CHOP UPR activ | TIM10 inh | tim10-1 inh | APJ antag | CXCR6 block | APJ ag | UPR XBP1 act | Mdm2-MdmX inh | tim23-1 inh
CCC(Sc1nc2cc3c(cc2c(=O)n1Cc1ccco1)OCO3)C(=O)NCCOC (configuration not stated) | -1.0 | 1 | 32 | -2 | -5 | 0 | -2 | -14 | 16
NC(=S)N=Nc1c(O)n(Cc2ccc(Br)cc2)c2ccccc12 | -0.7 | -7 | 7 | 12 | 13 | -4 | 2 | 48 | -13
CC1(C(=O)O)CCC(C(N)=O)C1(C)C (configuration not stated) | 6.4 | -11 | -1 | -1 | 11 | -3 | -1 | 13 | 13

Further structures follow:
SMILES	CHOP UPR activ	TIM10 inh	tim10-1 inh	APJ antag	CXCR6 block	APJ ag	UPR XBP1 act	Mdm2-MdmX inh	tim23-1 inh
CCC(C)NC(=O)CN(c1cc(Cl)ccc1OC)S(C)(=O)=O (configuration not stated)	-0.9	7	5	5	-3	-1	0	-6	-6
CC(=O)c1ccc(N2CCN(CC(=O)N(C3CC3)C3CCS(=O)(=O)C3)CC2)c(F)c1 (configuration not stated)	-1.9	0	0	17	-3	-4	-3	-1	3
O=c1[nH]c(=S)[nH]cc1Oc1ccc(Cl)cc1Cl	-1.1	-14	7	-2	7	-3	-2	0	-2
COCCC(=O)Nc1ccc2c(c1)CN(C(=O)CSC)CC2	1.2	-18	-5	-11	1	-3	-1	9	15
COc1ccc(S(=O)(=O)CCC(=O)N2CCN(c3ccc([N+](=O)[O-])cc3)CC2)cc1	4.2	14	25	9	7	4	-4	-11	12
CC/C(=N\NC(=O)CSCc1ccccc1Cl)c1ccc2c(c1)OCCO2	-3.5	-19	10	-4	-2	3	-3	-1	5
CC(C)Cc1nnc(NC(=O)CCC(=O)NC2CCCc3ccccc32)s1 (configuration not stated)	-1.7	12	21	-14	-8	-1	-3	1	21
O=C(NCCc1ccc(Cl)cc1)C1CCC(CNc2nc(=S)[nH]c3ccccc23)CC1 (configuration not stated)	-1.5	-5	-4	6	-2	0	27	67*	-11
O=C(CCCN1C(=O)C2C3C=CC(C3)C2C1=O)N1CCN(c2ccccc2)CC1 (configuration not stated)	-1.2	12	12	14	-1	-1	-2	-39	6
Cc1cccc(OCCC(=O)Nc2ccccc2C(N)=O)c1	2.8	-7	-2	-22	4	3	0	3	5
O=C(CSC1CS(=O)(=O)c2cc([N+](=O)[O-])ccc21)NNC(=O)c1ccc(Cl)cc1 (configuration not stated)	-0.4	8	-4	-11	-13	2	-1	22	17
C=CCN1C(=O)[C@@H]2Cc3c([nH]c4ccccc34)C(c3ccc(O)cc3)N2C1=S (some centres not stated)	-0.3	9	24	1	-1	0	-5	29	18
COC(=O)C1=C(C(=O)OC)[C@@H]2N(C)c3ccccc3[C@@]23C[C@@H](CO)N=C3N1	-1.4	4	3	11	/	-4	2	10	4
Cc1ccc(-c2noc(C3CCCN(C(=O)c4ccccc4)C3)n2)o1 (configuration not stated)	2.7	8	29	7	0	-6	4	-12	23
CCN(CC)CCn1c2c(c(SCC(=O)Nc3cccc4ccccc34)nc1=O)CCC2	0.1	11	0	11	4	-2	0	-2	3
O=C(COC(=O)Cc1ccc(F)cc1)NC1CCCCCC1	-1.0	-1	3	7	2	-2	3	9	16
COC(=O)c1ccc(COC(=O)c2cc3ccccc3oc2=O)cc1	4.0	6	18	9	-2	-2	-2	2	31
COc1ccc(CNc2ccc(Br)cc2)cc1	6.6	11	-9	11	-5	0	2	-19	18
COC(=O)Cn1c(=NC(=O)c2ccc(S(=O)(=O)N3CCOCC3)cc2)sc2cc(S(N)(=O)=O)ccc21	2.3	7	1	1	6	-1	-5	-12	-1
CCCN=C1CC(C)(C)CC(=O)/C1=C(/O)CCC	-0.8	24	-2	-2	-4	-3	-1	12	5

Pulled by structure from above:
SMILES	CHOP UPR activ	TIM10 inh	tim10-1 inh	APJ antag	CXCR6 block	APJ ag	UPR XBP1 act	Mdm2-MdmX inh	tim23-1 inh
CC(C)Cc1nnc(NC(=O)CCC(=O)NC2CCCc3ccccc32)s1 (configuration not stated)	-1.7	12	21	-14	-8	-1	-3	1	21
O=C(CSC1CS(=O)(=O)c2cc([N+](=O)[O-])ccc21)NNC(=O)c1ccc(Cl)cc1 (configuration not stated)	-0.4	8	-4	-11	-13	2	-1	22	17
O=c1[nH]c(=S)[nH]cc1Oc1ccc(Cl)cc1Cl	-1.1	-14	7	-2	7	-3	-2	0	-2
COC(=O)Cn1c(=NC(=O)c2ccc(S(=O)(=O)N3CCOCC3)cc2)sc2cc(S(N)(=O)=O)ccc21	2.3	7	1	1	6	-1	-5	-12	-1

New compounds follow:
SMILES	CHOP UPR activ	TIM10 inh	tim10-1 inh	APJ antag	CXCR6 block	APJ ag	UPR XBP1 act	Mdm2-MdmX inh	tim23-1 inh
COc1ccc(/C=N/Nc2ncnc3sc(C)c(C)c23)cc1	3.1	0	-42	-12	8	-7	-2	-7	-6
COc1c(-c2ccc([N+](=O)[O-])cc2[N+](=O)[O-])c(=O)n(C)c(=O)n1C	-0.9	11	11	11	7	-4	1	20	18
COC(=O)c1nc[nH]c1C(=O)OC	1.8	-6	-14	2	-6	-1	1	-1	3
O=C(CCSc1ccccc1)NCCSCc1ccco1	1.4	-17	25	-26	-5	1	-1	3	18
CC(Oc1ccc2ccccc2c1)C(=O)NNC(=S)NC(=O)c1ccco1 (configuration not stated)	0.0	-31	25	-3	16	-5	1	20	11
Cc1ccsc1C(=O)OCC(=O)NC1CCCC(C)C1C (configuration not stated)	1.1	-1	2	10	11	-6	0	-19	28
O=C(CN1CCN(S(=O)(=O)c2ccc(Br)cc2)CC1)N/N=C/c1ccc(Cl)c([N+](=O)[O-])c1	27	6	10	-32	-16	3	-6	30	40
Cc1cccc(CNc2ncnc3ccc(-c4ccccc4Cl)cc23)c1	-1.6	0	12	-2	1	1	-1	4	22
CCn1cc(/C=C/C(=O)NCc2c(C)nn(C)c2C)cn1	0.2	9	9	-10	-2	-3	-3	-11	8
COC(CN1C(=O)C(=O)/C(=C(/O)c2ccccc2)C1c1ccccn1)OC (configuration not stated)	-2.1	-1	4	8	6	0	1	22	-3
CCC1(c2ccc(F)cc2)NC(=O)N(CC(=O)N2CCN(S(=O)(=O)c3ccc(C)cc3)CC2)C1=O (configuration not stated)	0.0	5	-16	-54	2	-3	2	0	-15
Cn1cc(P(=S)(N2CCOCC2)N2CCOCC2)cc1P(=S)(N1CCOCC1)N1CCOCC1	0.2	-1	-4	10	8	-3	3	-8	8
Cc1cc(C(=O)Nn2cnnc2)ccc1[N+](=O)[O-]	-0.9	5	-14	-4	1	0	-5	27	-6
CC(=O)C1=C(C)NC2=C(C(=O)c3ccccc32)C1c1ccccc1 (configuration not stated)	-1.2	8	17	19	20	-4	-3	28	-1
CCNC(=S)Nc1cccc([N+](=O)[O-])c1	1.3	7	9	4	/	-1	-1	10	17

Exported in CSV form: part of the list above
SMILES,CHOP UPR activ,TIM10 inh,tim10-1 inh,APJ antag,CXCR6 block,APJ ag,UPR XBP1 act,Mdm2-MdmX inh,tim23-1 inh
Cc1cc(C(=O)Nn2cnnc2)ccc1[N+](=O)[O-],-0.9,5,-14,-4,1,0,-5,27,-6
CC(=O)C1=C(C)NC2=C(C(=O)c3ccccc32)C1c1ccccc1 (configuration not stated),-1.2,8,17,19,20,-4,-3,28,-1

Screening data from PubChem BioAssay.

The list is partial. The share of hits here may be higher or lower than overall.
